# mcGAS inh = cyclic GMP-AMP synthase inhibitors, mouse, primary biochemical chemiluminescence | inhibition, % at 12.5 µM | Q8C6L5 | recombinant cGAS, Kinase-Glo ATP depletion luminescence | 160,000 tested, 0.15% active;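 also: 0% = negative control wells and 100% = reference inhibitor with no enzyme activity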
# hcGAS inh = Primary biochemical luminescence assay for human cyclic GMP-AMP synthase inhibitors. recombinant h-cGAS, ATP depletion, Kinase-Glo luminescence. 290,000 tested, 0.081% active. Q8N884. inhibition, % at 12.5 µM;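 also: 0% = vehicle reaction and 100% = reaction without DNA for no activity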
# Target sequence (Q8N884 whole entry, looked up): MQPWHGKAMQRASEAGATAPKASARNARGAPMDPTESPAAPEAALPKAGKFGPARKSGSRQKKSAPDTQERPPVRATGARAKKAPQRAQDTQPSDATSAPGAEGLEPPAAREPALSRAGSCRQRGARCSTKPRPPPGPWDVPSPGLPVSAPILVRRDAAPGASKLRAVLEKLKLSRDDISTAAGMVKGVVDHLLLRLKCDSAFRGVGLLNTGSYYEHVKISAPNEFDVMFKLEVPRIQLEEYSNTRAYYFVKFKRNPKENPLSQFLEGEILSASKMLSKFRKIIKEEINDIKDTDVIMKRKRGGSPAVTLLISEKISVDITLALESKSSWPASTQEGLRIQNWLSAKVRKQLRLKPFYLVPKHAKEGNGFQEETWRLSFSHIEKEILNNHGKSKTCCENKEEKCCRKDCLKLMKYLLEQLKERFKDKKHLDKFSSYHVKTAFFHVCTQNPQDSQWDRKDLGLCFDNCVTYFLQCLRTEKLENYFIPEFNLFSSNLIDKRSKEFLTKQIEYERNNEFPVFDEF
# NPYLR7 ag = agonists of mosquito NPYLR7 receptor, primary screen, cell-based, Aedes aegypti, calcium fluorescence, mosquito biting behavior. HEK293T NPYLR7/Galpha15, GCaMP6s calcium fluorescence. Aedes aegypti neuropeptide Y-like receptor 7 (NPYLR7). AID 1259423, 2018. activation, % at 10 µM. 270,000 tested, 0.15% active; in the data active = activation above about 40%;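 also: 0% = vehicle and 100% = reference agonist at the receptor; some compounds past the cut are filed as inactive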
# An asterisk follows results filed as active; . = not tested or not shown; & = joins results of further samples. Rule as the data show it, unless noted: active = inhibition above about 40%; inactive = the rest. The order is random. About 0.27% of those tested had a hit in this group.
# Each structure is followed by: mcGAS inh	hcGAS inh	NPYLR7 ag
CC1(C(=O)NCc2cccc3ccccc23)CCN1C(=O)CCc1ccccc1 (centres undefined)
 : -6	-7	7
N#Cc1ccc(N2CCC(N3CCC(OCCN4CCOCC4)CC3)C2=O)cc1 (centres undefined)
 : .	-7	4
Cc1cnc(CN(C)C(=O)CN(c2cccc(F)c2)S(C)(=O)=O)[nH]1
 : -16	-4	-7
O=S(=O)(Nc1ccc2cn[nH]c2c1)c1ccc(S(=O)(=O)N2CCOCC2)cc1
 : .	-1	5
O=S(=O)(c1ccc(NCC2COc3ccccc3O2)cc1)C(F)(F)F (centres undefined)
 : .	-5	1
COCCC1CCCCN1C(=O)c1cc(C)ccc1Cl (centres undefined)
 : -16	-6	3
O=C(Cn1nc(-c2cccs2)oc1=O)Nc1cccc(Cl)c1
 : .	-12	2
COCCCN(CC(=O)N(CCc1c[nH]c2ccccc12)Cc1ccc(F)cc1)C(=O)Cc1ccc(F)cc1
 : -5	-9	12
CC1CCN(CC(=O)Nc2ccc([N+](=O)[O-])cc2)CC1
 : .	-7	-2
CC(Nc1cnn(-c2ccccc2)c(=O)c1Cl)c1ccc2c(c1)CCO2 (centres undefined)
 : .	-4	5
O=c1c2ccccc2nnn1CSc1nc2ccccc2c(=O)n1Cc1ccco1
 : .	-6	-2
CCOC(=O)C1CCN(C(=O)c2coc(COc3cccc(F)c3)n2)CC1
 : .	-7	6
CCc1noc(-c2ccc(CCNC(=O)NC3CC3)cc2)n1
 : .	5	2
S=C(Nc1ccccc1)Nc1ccccn1
 : .	-6	2
Cn1cc(C(=O)N2CCCCC2)c2[nH]c(=O)n(-c3ccc(Cl)cc3)c(=O)c21
 : .	-10	3
Cc1ccc(Cl)c(OCc2nc(N)nc(N)n2)c1
 : -8	-6	1
COc1ccc(C(=O)N2CCCC(C(=O)NC3CCCC[C@H]3N(Cc3ccc(Cl)cc3)C(=O)c3ccccc3)C2)cc1 (some centres undefined)
 : -4	-5	23
c1csc(-c2noc(CN3CCN(Cc4ccc5c(c4)OCO5)CC3)n2)c1
 : -8	-7	-5
O=C(c1ccc2nc(C3CCCCC3)oc2c1)N1CCN(c2ccccn2)CC1
 : .	-6	16
O=C(O)c1ccc(OCc2ccoc2C(=O)O)cc1
 : .	-1	-2
CCOC(=O)c1nn(-c2ccc(F)cc2)c(=O)cc1NCCC(c1ccccc1)c1ccccc1
 : .	7	-3
COc1ccc(-c2nc(N)nc(C(F)(F)F)c2-c2cscn2)c(O)c1
 : -5	1	-10
COC(CNc1ncnc2c1c(-c1ccccc1)cn2-c1ccc(Br)cc1)OC
 : -9	-3	0
O=C(Nc1ncc2c(n1)CCC1(C2)OCCO1)C1COc2ccccc2O1 (centres undefined)
 : .	-5	0
CC(=O)c1ccc(N2CCOC(c3ccc(Cl)c(Cl)c3)C2)nc1 (centres undefined)
 : -12	-2	4
COc1ccc(C)cc1N1C(=O)CSC1c1ccccc1NC(=O)c1cccc(Cl)c1 (centres undefined)
 : -6	-7	10
CC(C)c1cc(C(=O)N2CC=C(n3c(=O)[nH]c4ccccc43)CC2)n(C)n1
 : .	-4	-4
COCCN(CC(=O)Oc1ccccc1P(=O)(O)O)Cc1ccccc1
 : .	-2	3
CCn1c(C2CCCNC2)nn(Cc2cnn(-c3ccccc3F)c2)c1=O (centres undefined)
 : -16	-3	12
CCOc1ccccc1Nc1ncnc(N)c1[N+](=O)[O-]
 : -8	-5	1

# Random excerpt: 3 entries already listed
# Each structure is followed by: mcGAS inh	hcGAS inh	NPYLR7 ag
S=C(Nc1ccccc1)Nc1ccccn1
 : .	-6	2
CCOc1ccccc1Nc1ncnc(N)c1[N+](=O)[O-]
 : -8	-5	1
O=C(Nc1ncc2c(n1)CCC1(C2)OCCO1)C1COc2ccccc2O1 (centres undefined)
 : .	-5	0

# The list continues.
# Each structure is followed by: mcGAS inh	hcGAS inh	NPYLR7 ag
COCCCN(CC(=O)Nc1cc(C(C)(C)C)nn1-c1ccccc1Cl)C(=O)/C=C/c1ccccc1
 : -3	-2	.
O=C1/C(=C\c2cccc(F)c2)CSc2c(F)cccc21
 : .	-4	4
CC(C(=O)Nc1c(F)cccc1F)N1CCN(c2nccs2)CC1 (centres undefined)
 : .	-13	-1
COCCC1CCCCN1Cc1nc(-c2ccc(C(F)(F)F)cc2)oc1C (centres undefined)
 : -10	-1	6
CCOc1ccc(-c2cc(=O)n(CC(=O)Nc3ncccc3C)cn2)cc1
 : .	-8	18
CC(C)Oc1ccc(C(=O)n2sc(=O)c3ccccc32)cc1
 : .	2	-5
COc1ccccc1C(=O)Nc1cccc(NC(=O)CC(C)n2cccn2)c1 (centres undefined)
 : .	-9	8
CCN(CC)c1ncccc1CNC(=O)c1c(Cl)c(C)nn1C
 : -19	-4	3
CCOc1ccc(NC(=O)CSc2nccn3nc(-c4ccc(Cl)cc4)cc23)cc1
 : -8	-2	2
Cc1cc(C)c(C(=O)N2CSCC2C(=O)NC(C)C(C)C)[nH]1 (centres undefined)
 : .	9	-1
O=C1CC(NCc2cc(F)ccc2-n2cccn2)CN1Cc1cccc(F)c1 (centres undefined)
 : .	-2	-1
CCOc1ccc(NC(=O)CSc2nc3c([nH]c4ccccc43)c(=O)n2C)cc1
 : -7	-10	1
COc1ccc(Nc2nc(NCCC(C)C)nc3c2cnn3-c2ccccc2)cc1
 : -9	-4	0
COc1ccc(-c2nc(CNc3ccc(C)c(F)c3)no2)cc1
 : .	-8	-1
COc1ccc(NC(=O)c2ncc(-c3ccccc3)o2)cc1N1CCCCC1=O
 : .	-11	-2
CCOc1nn(CC)cc1C(=O)N1CCN(C(=O)c2ccco2)CC1
 : .	-2	4
O=C(NCc1nc(-c2ccccc2)no1)c1ccc2c(c1)ncn2-c1ccccc1
 : .	-4	3
N#CCc1ccc(OCC(O)Cn2cnc3ccc(Br)cc3c2=O)cc1 (centres undefined)
 : .	3	0
Cn1cccc1P(=Nc1ccccc1)(N1CCOCC1)N1CCOCC1
 : .	-7&-11	1&9
CSc1nnc2c(n1)OC(c1ccco1)Nc1ccc(Br)cc1-2 (centres undefined)
 : 7	-1	1
Cc1ccc(CN(Cc2ccc(F)cc2)C(=O)CNCc2ccco2)s1
 : -6	-8	-6
COc1ccc(C(=O)N2CC[C@@H](N)[C@@H](OC)C2)c(OC)c1OC
 : -1	-2	-1
CC1=C(C(=O)N2CCc3ccccc3C2)C(c2nc[nH]c2C)NC(=O)N1 (centres undefined)
 : .	-3	13
Cc1nnc(NC(=O)c2ccc(C(F)(F)F)cc2)o1
 : .	10	1
N#CCS(=O)(=O)Cc1ccc(C(=O)O)cc1
 : .	-5	10
CCCCN(CC(=O)N1CC(=O)N(c2cccc(C)c2)C1)C(=O)c1ccccc1OC
 : -4	-3	0
Cc1nc(CCNC(=O)CC2NC(=O)c3ccccc32)nc2c1CCCC2 (centres undefined)
 : .	-2	11
Cc1ncnc(N2CCC(N3CCCC(C(=O)N4CCCC4)C3)CC2)c1C (centres undefined)
 : -9	-2	.
O=C(Nc1ccc2c(c1)S(=O)(=O)C=C2)C1CC1c1cccc(F)c1 (centres undefined)
 : -12	-8&-4	7&6
Cc1nc(-c2ccccc2)sc1C(=O)Nc1ccc(-c2ccc(N3CCOCC3)nn2)cc1
 : -8	-3	-3
O=C1CSc2ccc(C(=O)NCC#Cc3cccc(C(F)(F)F)c3)cc2N1
 : .	2	-1
CCOC(=O)Cc1c(C)nc2ncnn2c1N1CCN(S(=O)(=O)c2cccs2)CC1
 : 1	-1	.
CS(=O)(=O)NCC1CCN(Cc2cc3ccccc3[nH]c2=O)C1 (centres undefined)
 : 1	-1	-17
COCCn1c(=NC(=O)c2ccc(S(C)(=O)=O)cc2)sc2c(OC)ccc(OC)c21
 : .	-3	0
O=c1[nH]c(=S)c2c(n1C1CC1)CCC2
 : .	0	3
COc1ccc(-c2cc(C(=O)NCCC(c3ccccc3)c3ccccc3)n(-c3cc(C)ccc3C)n2)cc1
 : -2	-9	-1
COCCCNC(=O)CN1CN(c2ccccc2)C2(CCN(C(=O)C3CC3)CC2)C1=O
 : -7	-3	5
O=C1C2CC3CC1CC(O)(C3)C2
 : .	-4	-9
CN(CCCNC(=O)c1ccc(-c2cc(-c3ccccc3)n[nH]2)cc1)c1ccccc1
 : -3	-2	-1
O=c1[nH]nc(N=Nc2c(O)[nH]c3ccc(F)cc23)c(=O)[nH]1
 : .	3	2
O=C(O)C1COC2(CCN(C(=O)C3CCC3)CC2)N1C(=O)c1ccccc1 (centres undefined)
 : -6	-4	9
Cc1cccc(C)c1Cn1c(C)c(C(=O)NCc2ccc(C(F)(F)F)cc2)sc1=O
 : .	-1	1
Cc1ccc(-c2csc3ncc(C(=O)NOCc4ccccc4)c(=O)n23)cc1
 : -5	-10	-6
CCOC(=O)N1CCN(C(=O)c2cc(-c3ccc(OC)cc3)nc3cc(-c4ccc(Cl)cc4)nn23)CC1
 : -8&-7	-1&-4	3
N#Cc1cn(OCc2ccccc2)c(=O)[nH]c1=O
 : .	-4	-11
COCCn1c(C)cc(C(=O)CSc2nnc3ccc4ccccc4n23)c1C
 : 2	0	-3
O=C1c2ccc(-c3nc4ccccc4c(=O)o3)cc2C(=O)N1Cc1cccnc1
 : -4	-1	-13
CN(Cc1cccc(C(=O)Nc2cccc3c2CCC3)c1)Cc1ccon1
 : -18	-6	.
CN(C)CC(C)(C)CNC(=O)c1cc2cc(Cl)ccc2[nH]1
 : .	-1	2
CC(C)Sc1nc2c(c(=O)[nH]c(=O)n2C)n1Cc1ccccc1
 : -5	-2	2
Cc1nc2sccn2c1CN1CCC2(CC1)C(=O)N(CC(C)C)C(=O)N2C
 : -16	-4	10
CC1CCC(N(C(=O)Nc2nccs2)C2CC2)CC1 (centres undefined)
 : .	-5	-5
CCN1CCN(Cc2ccc(NC(=O)C(C)Oc3ccccc3)cc2)CC1 (centres undefined)
 : .	-14	11
CC1CCCC(C)N1Cc1cn2cc(Cl)ccc2n1 (centres undefined)
 : -5	-3	0
COc1ccc(N)cc1S(=O)(=O)N(C)C
 : .	-5	-7
Brc1ccc(Sc2ncnc3sccc23)cc1
 : .	-9	0
Cc1nnc(NC(=O)CSc2ccc(-c3sc(-c4cccs4)nc3C)nn2)s1
 : -6	-4	7
COC(=O)c1sccc1NS(=O)(=O)c1ccc(F)cc1
 : .	-6	7
c1ccc2c(c1)ncn2CN1CCOCC1
 : .	-7	-5
CN(C)CCOC(=O)C12CC3(C)CC(C)(CC(C)(C3)C1)C2
 : -7	-8	11

# Single values from above.
# Result for CCOC(=O)Cc1c(C)nc2ncnn2c1N1CCN(S(=O)(=O)c2cccs2)CC1 in hcGAS inh: -1
# Result for CCOC(=O)N1CCN(C(=O)c2cc(-c3ccc(OC)cc3)nc3cc(-c4ccc(Cl)cc4)nn23)CC1 in NPYLR7 ag: 3

# Going on with the list:
# Each structure is followed by: mcGAS inh	hcGAS inh	NPYLR7 ag
COc1c(Cl)cccc1NC(=O)NCC(C)(C)CC(C)O (centres undefined)
 : .	-10	-1
COc1ccc(C(=O)N(Cc2ccco2)Cc2cc(N)ccc2N(C)C)cc1
 : .	-10	-4
Cc1cc(S(=O)(=O)N(C)C)cc(NCC(=O)NC23CC4CC(CC(C4)C2)C3)c1C
 : .	2	-3
CCOC(=O)CNC(=O)N(CCCOC)CC(=O)N(CCc1c[nH]c2ccccc12)Cc1ccc(C)cc1
 : -3	-1	9
CCN(CC)C(=O)Oc1ccc2c(ccn2Cc2cc(F)ccc2Br)c1-c1ccc(F)c(Cl)c1
 : -6	-2	9
CN(Cc1cccc(Cl)c1)C(=O)CCc1nc2sc3c(c2c(=O)[nH]1)CCC3
 : .	-9	3
CC(=O)Nc1cccc(NC(=O)CSc2nc(C3CCCC3)nc3c2c(=O)n(C)c(=O)n3C)c1
 : -4	0	-8
O=C(Cn1c(=O)c(F)cn(C2CCCO2)c1=O)Nc1cccc2nsnc12 (centres undefined)
 : .	-7	3
O=C1NC2(CCN(C(=O)c3ccc(F)cc3)CC2)Nc2ccc(Br)cc21
 : -3	-1	0
CCCCCN1C(C)=CC(=C(C#N)C#N)C=C1C
 : -2	0	-1
Cc1ccc(-c2nc(CN3CCc4ccccc4C3)co2)c(C)c1
 : -1	9	3
O=C(O)Cc1ccc(Oc2nc(Cc3ccc(F)cc3)ns2)cc1
 : .	-2	8
FC(F)Sc1nc2ccccc2n1CN1CCN(c2ccc(C(F)(F)F)cn2)CC1
 : -6	-9	2
C=CCN(CC=C)C(=O)CSc1nnc(-c2cc(OC)cc(OC)c2)n1-c1ccc(C)cc1
 : -5	-1	.
O=C(Nc1cccc(-n2cccn2)c1)C1CCCN1S(=O)(=O)c1cccs1 (centres undefined)
 : -7	0	-7
COc1ccc2c(c1)C1(SCCN1C(=O)Nc1ccc(F)cc1)C(=O)N2Cc1cccc(C#N)c1 (centres undefined)
 : -5	0	6
CNC(=S)NNC(=O)Cn1ccc(C)n1
 : .	0	0
CCCCCN(C(=O)C1CCCCC1)C(CC)c1nc2ccccc2c(=O)n1-c1cccc(Cl)c1 (centres undefined)
 : -4	-4	28
O=C(O)CCc1ccc(-c2ccc(F)cc2)[nH]1
 : .	-10	18
COc1ccc(Cc2[nH]n3c(=O)cc(C(C)C)nc3c2-c2ccccc2)cc1
 : .	-6	-19
CC(C)Cc1ccc(CC(=O)NC(C)CC(=O)c2ccco2)cc1 (centres undefined)
 : .	-7	11
Cc1ccc(-c2cncc(C(=O)N3CCCCC3)n2)c(-n2cccn2)c1
 : .	-1	10
COCCN(Cc1ccccc1C)CC(O)Cc1ccccc1 (centres undefined)
 : -6	-5	32

# Source: PubChem BioAssay
